Compound activity (PubChem)
MEX-5 binding – C. elegans MEX-5 TCR-2 RNA binding activity; Q9XUB2; MEX-5/FITC-TCR2 RNA binding, fluorescence polarization; stronger effect = lower value; activity score (negative = inhibition of binding), % at 10 µM; 300,000 tested, 0.38% active;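 active = inhibition past about -25% in most replicates, and total fluorescence under double the plate's negative control median, limit read from the data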;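 also: 0% = DMSO and -100% = 5 µM competing unlabeled TCR2 RNA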
BCLXL inh – Bcl-xL (human) inhibition. inhibition, % at 10.9 µM. 320,000 tested, 0.7% active. Q07817. GST-Bcl-xL / FITC-Bim BH3 peptide fluorescence polarization. AID 2129;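 active = inhibition above the mean of all tested compounds plus 3 SD, cutoff set per campaign, cut at about 30% in these data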;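 also: 0% = DMSO wells and 100% = unlabeled Bim-BH3 peptide competitor; inhibitors lower millipolarization by displacing the labeled peptide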
Target sequence (Q07817 whole entry, looked up): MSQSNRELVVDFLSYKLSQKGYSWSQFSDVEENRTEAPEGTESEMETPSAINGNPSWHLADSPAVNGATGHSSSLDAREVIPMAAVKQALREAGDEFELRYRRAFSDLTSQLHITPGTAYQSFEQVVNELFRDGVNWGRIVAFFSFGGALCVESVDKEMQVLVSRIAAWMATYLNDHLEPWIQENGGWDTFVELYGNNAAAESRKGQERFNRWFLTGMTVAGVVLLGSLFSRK
pPAFAH inh – inhibitors of human plasma PAF acetylhydrolase (pPAFAH). Q13093. recombinant pPAFAH, FP-rhodamine probe fluorescence polarization. AID 463082. inhibition, % at 3.39 µM. 330,000 tested, 1.5% active;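 active = inhibition above the mean inhibition across the screen plus 3 SD, cut at about 25% in these data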;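 also: inhibitors block binding of the rhodamine activity-based probe so polarization drops; 0% = enzyme with DMSO and 100% = wells lacking pPAFAH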
GLD-1 TGE inh – GLD-1-TGE RNA interaction inhibition (C. elegans). Q17339. purified GLD-1 + fluorescein TGE RNA, fluorescence polarization. inhibition, % at 5.96 µM. 320,000 tested, 0.44% active;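 active = percent inhibition above a per-plate cutoff, the plate mean of test compounds plus 3 SD, cut at about 30% in these data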;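 also: 0% = DMSO wells with GLD-1 and probe and 100% = wells lacking GLD-1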
Fam108B counter – blocks mouse Fam108B hydrolase in RBBP9 counter-screen; recombinant Fam108B, FP-Rh probe fluorescence polarization; 300,000 tested, 0.33% active; inhibition, % at 9.51 µM;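 active = inhibition above the screen mean inhibition plus 3 SD, computed separately per campaign, cut at about 18% in these data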;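 also: inhibitors lower polarization as less probe binds the enzyme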
PAFAH1B2 inh – inhibitors of human PAFAH1B2; P68402; recombinant PAFAH1B2, FP-rhodamine activity probe, fluorescence polarization; inhibition, % at 3.39 µM; 340,000 tested, 1.2% active; AID 492953;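 active = inhibition above the mean of all tested compounds plus 3 SD, cut at about 24% in these data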;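 also: 0% = enzyme with DMSO and 100% = wells lacking PAFAH1B2; many of its hits are not listed in these tables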
AHR act – activates the human aryl hydrocarbon receptor | AHR-responsive luciferase reporter cells, luminescence | activation, % at 5 µM | 320,000 tested, 2.5% active; in the data active = activation above about 47%;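 also: 0% = vehicle wells and 100% = reference agonist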
Target sequence (P35869 whole entry, looked up): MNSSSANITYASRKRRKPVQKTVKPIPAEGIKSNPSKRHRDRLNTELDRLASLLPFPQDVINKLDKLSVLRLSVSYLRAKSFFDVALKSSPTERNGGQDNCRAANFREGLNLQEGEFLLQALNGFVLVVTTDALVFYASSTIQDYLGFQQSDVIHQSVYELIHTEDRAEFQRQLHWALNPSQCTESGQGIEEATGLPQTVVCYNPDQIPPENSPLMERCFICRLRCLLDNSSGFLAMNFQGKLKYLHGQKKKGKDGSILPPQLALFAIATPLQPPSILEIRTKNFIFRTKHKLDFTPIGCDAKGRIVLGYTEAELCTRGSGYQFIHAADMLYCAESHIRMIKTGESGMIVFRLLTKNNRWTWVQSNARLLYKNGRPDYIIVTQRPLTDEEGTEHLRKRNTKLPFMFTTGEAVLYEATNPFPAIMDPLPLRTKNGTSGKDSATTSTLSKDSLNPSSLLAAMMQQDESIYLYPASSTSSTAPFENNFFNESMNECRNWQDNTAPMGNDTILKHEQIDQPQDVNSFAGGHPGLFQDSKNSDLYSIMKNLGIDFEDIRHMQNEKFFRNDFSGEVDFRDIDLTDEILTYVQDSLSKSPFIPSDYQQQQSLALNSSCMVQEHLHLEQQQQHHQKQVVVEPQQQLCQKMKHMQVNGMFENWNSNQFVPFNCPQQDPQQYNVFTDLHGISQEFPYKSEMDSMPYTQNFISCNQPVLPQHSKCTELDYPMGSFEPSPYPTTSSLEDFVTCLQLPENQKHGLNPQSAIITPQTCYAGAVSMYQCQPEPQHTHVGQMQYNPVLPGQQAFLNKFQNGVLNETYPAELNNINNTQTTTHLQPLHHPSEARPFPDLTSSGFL
PME-1 inh – PME-1 (human) inhibition; inhibition, % at 5.9 µM; 320,000 tested, 0.53% active; AID 2130; Q9Y570; recombinant PME-1, FP-Rh probe fluorescence polarization;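 active = inhibition above the campaign mean of all compounds plus 3 SD, cut at about 26% in these data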;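 also: competitive labeling of PME-1 active site by serine hydrolase directed probe; 0% = PME-1 with DMSO and 100% = wells lacking PME-1 enzyme; inhibitors block probe labeling so polarization falls and inhibition rises; many of its hits are not listed in these tables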
MCL1-BIM inh – inhibitors of human MCL1 binding to BIM-BH3 peptide; Q07820; GST-MCL1 / FITC-Bim-BH3 fluorescence polarization; inhibition, % at 10.9 µM; 320,000 tested, 0.68% active; AID 2057;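 active = inhibition above the mean inhibition of all tested compounds plus 3 SD, set per campaign, cut at about 40% in these data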;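 also: 0% = DMSO wells and 100% = unlabeled Bim-BH3 peptide control; higher means more loss of mP so more displacement of Bim peptide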
The depositor's hits bear a star; / = not tested or not shown; & = joins results of further samples.

Order of results – GLD-1 TGE inh	pPAFAH inh	PAFAH1B2 inh	MEX-5 binding	BCLXL inh	PME-1 inh	MCL1-BIM inh	AHR act	Fam108B counter
- CCCCCCn1c(=O)c(C(=O)Nc2nc(CC(=O)OCC)cs2)c(O)c2ccccc21
    9	-2	7	-0.2	5	-10	4	-2	-2
- CCOC(=O)c1ccc(N=C(c2ccccc2)c2c(O)n(C)c(=O)n(C)c2=O)cc1
    4	7	5	-1.2	2	0	0	-1	1
- COc1cccc(C(=O)C2CCCN(Cc3ccc(F)cc3)C2)c1 (stereo not given)
    6	9	0	-0.3	5	1	4	4	-1
- ON1C2CCCCC2N(O)C1c1ccccc1 (stereo not given)
    2	-3	1	1.4	-5	-3	-5	1	0
- COc1cccc(C(=O)C2CCCN(Cc3ccc4nsnc4c3)C2)c1 (stereo not given)
    0	7	-1	0.7	0	-2	-1	7	1
- CCc1ccc(-c2nn(Cc3ccccc3)cc2C=O)cc1
    8	6	-1	0.9	2	0	-2	10	-1
- O=c1[nH]c(=S)[nH]c(O)c1/C=N/N1CCOCC1
    0	0	-6	2.4	-1	1	0	3	2
- CN1C(=O)C(=Cc2ccccc2OCc2ccc(C(=O)O)cc2)C(=O)N(C)C1=O
    -8	4	0	1.5	6	0	-2	3	0
- CN1C(=O)c2ccccc2NC(=O)[C@]12O[C@@H]2c1ccccc1
    1	2	2	-2.3	1	1	-2	3	4
- COP(=O)(C#Cc1ccccc1)C(O)c1ccc(Br)cc1 (stereo not given)
    4	-1	4	-0.4	-1	4	-2	-1	-4
- CC(=O)/C=C/c1ccccc1
    4	-1	0	/	/	/	/	0	/
- CC(C)c1ccc(OCC(=O)N2CCN(C)CC2)c(Br)c1
    5	3	1	1.0	3	-5	11	1	-3
- CC(=O)OC1C2CCCC1C(N1CCCC1)CC2 (stereo not given)
    1&2	3&-1	3&5	-0.1&0.8	9&1	-5&-6	3&0	13&-3	-6&-1
- CC1CN(O)C2CCc3nonc3C12O (stereo not given)
    10	3	3	-0.6	4	1	3	3	0
- O=C(N/N=C/c1c(O)n(Cc2ccc(F)cc2)c(=O)[nH]c1=O)c1ccccc1
    -1	9	35*	1.1	6	11	33	1	1
- COC(=O)C(O)(c1c(C)[nH]c2ccccc12)C(F)(F)F (stereo not given)
    4	6	3	/	3	1	-3	8	1
- COc1ccc(CCn2c(O)c(C=NC3CC3)c(=O)[nH]c2=O)cc1OC
    -2	-5	5	/	-3	1	-2	12	-1
- Cc1nc2ccccn2c1P(=S)(N1CCCCC1)N1CCCCC1
    -3	2	0	-0.2	3	0	-1	-1	1
- Cc1cccc(C#N)c1
    0	0	2	/	2	-5	-5	-2	/
- CN1CCN(C(=O)OC2c3nccnc3C(=O)N2c2ccc(Cl)cn2)CC1 (stereo not given)
    7	6	/	-5.3	2	-10	2	-3	7
- OC12Oc3ccccc3C=C1N1CCC2CC1 (stereo not given)
    -3	1	5	-0.5	2	-4	2	0	1
- CCOc1ccc(-n2c(O)c(C=NCCN(CC)CC)c(=O)[nH]c2=O)cc1
    -8	0	2	2.3	-7	1	-3	2	-3
- C[C@]12CCC3C(CC[C@H]4C[C@@H](O)CC[C@]34C)C1[C@H]1CN=N[C@H]1[C@@H]2O (stereo not given in full)
    -3	-6	0	/	/	/	/	-1	/
- C[N+](C)(C)c1ccccc1
    5	5	1	-1.3	-11	-2	-23	-2	2
- O=C(NCCCn1ccnc1)C(Cl)(Cl)Cl
    -1	3	-2	-3.0	-7	0	2	0	-3
- S=C(NCCc1ccccc1)NCCc1cnc[nH]1
    7	4	-2	3.1	2	1	3	4	-1
- COc1ccc(C)cc1NC1=NCCCS1
    0	3	3	0.6	-2	3	3	3	-1
- CN1C(=O)N(C)C(=O)C2(Cc3cc(NC(=O)c4ccc(F)cc4)ccc3N3CCCC32)C1=O (stereo not given)
    -8	-1	6	-2.9	3	2	4	24	0
- Cn1c(=O)cc(OCC(=O)N2CCN(C3CCCCC3)CC2)c2ccccc21
    5	8	7	-2.0	3	1	2	26	-3
- COC(=O)C1(C(=O)O)Cc2cc([N+](=O)[O-])ccc2N2CCCC21 (stereo not given)
    -2	11	6	2.7	-6	-1	-5	-1	-1
- COC(=O)CSC1=NP(=S)(SCC(=O)OC)N2CCCC2=C1C#N (stereo not given)
    10	1	4	-1.2	0	-1	4	0	-3
- CN1CCCC(C(=O)c2ccc(-c3ccccc3)cc2)C1 (stereo not given)
    3	3	3	0.4	0	-5	-1	4	-2
- CCc1ccc(OCC(=O)N2CCN(Cc3ccc4c(c3)OCO4)CC2)cc1
    2	5	4	2.2	6	0	0	5	-2
- COC(=O)C1=C(c2cccc(C#N)c2)C[C@@H]2CC[C@H]1N2C(=O)NCCOc1ccccc1
    7	3	6	/	0	1	-6	1	/
- O=[N+]([O-])c1ccc(NC2CCCC2)c2ccncc12
    -3	6	0	-2.9	-5	9	-6	10	-2
- c1ccc(-c2ccncc2)cc1
    -2	9	0	/	/	/	/	2	/
- CC(=NCC1CCCO1)c1c(O)n(C)c(=O)n(C)c1=O (stereo not given)
    4	-4	10	2.2	2	-4	8	1	1
- CN(C)C(CNC(=O)Cc1c(Cl)cccc1Cl)c1ccccc1 (stereo not given)
    5	7	3	-0.7	-2	0	-4	-1	2
- Cc1nn(Cc2ccccc2)c(C)c1C(=O)NC1CCCc2ccccc21 (stereo not given)
    4	2	1	1.3	5	1	4	3	1
- N#Cc1ccc(/C=C/C(=O)O)cc1
    55*	1	-3	/	6	-5	4	-1	-2
- COC12CCC3(CC1C(C)(O)C(C)(C)C)[C@H]1Cc4ccc(OC5OC(C(=O)O)[C@@H](O)C(O)[C@H]5O)c5c4[C@@]3(CCN1CC1CC1)C2O5 (stereo not given in full)
    -6	0	2	/	/	/	/	-2	/
- CCCC(C)C1(CC)C(=O)NC(=Nc2ccccc2OC)NC1=O (stereo not given)
    0	-5	6	-3.3	3	4	1	3	-1
- O=C(C1CCC(=O)N1Cc1ccc(F)cc1)N1CCC2(CC1)OCCO2 (stereo not given)
    0	2	5	-1.2	2	0	-3	0	-6
- CN(C)C(=O)Oc1c(Cl)cc(Cl)c2cccnc12
    6	6	2	1.9	-1	1	8	1	5
- CN1CCN(c2nc3ccccn3c(=O)c2C=C2C(=O)N(C)C(=O)N(C)C2=O)CC1
    -6	-1	-1	-0.8	10	1	3	0	-3
- O=C1NC(=O)N(CCC2=CCCCC2)C(=O)/C1=C\c1cccs1
    -12	4	9	-3.0	5	-11	23	1	1
- CC12CN3CC(C)(CN(C1)C31CCSCC1)C2=O
    0	0	2	-0.8	0	2	-9	1	-2
- CCCCn1c(O)c(/C=N/NC(=O)c2ccncc2)c(=O)[nH]c1=S
    -7	-6	-3	5.3	3	-35	4	8	-23
- Clc1cc(Cl)c(-c2cc(Cl)c(Cl)cc2Cl)cc1Cl
    -5	-1	-2	/	-2	-6	5	-1	/
- CC(Cc1ccccc1)N1C(=O)c2ccccc2C1=O (stereo not given)
    5	4	0	-0.3	3	-1	-4	-4	3
- C[C@]12CC[C@H](O)C[C@@H]1CC[C@@H]1[C@@H]2CC[C@]2(C)[C@@H](C(=O)O)C[C@@H]12
    4	2	0	1.3	3	0	3	-4	2
- CCCCn1c(O)c(C(C)=NC(Cc2c[nH]c3ccccc23)C(=O)OC)c(=O)[nH]c1=O (stereo not given)
    12	-4	4	-1.8	-4	-1	-4	3	2
- Cn1ccnc1P(=S)(c1nccn1C)c1nccn1C
    9	0	-1	-0.3	-1	-4	6	1	-1
- CCCCOc1ccc(CN2CCN(CCO)CC2)cc1
    3	0	-2	1.2	9	-3	15	2	0
- Cc1nc2cc([N+](=O)[O-])ccc2c(=O)n1-c1cccc(Br)c1
    7	10	7	-0.3	7	2	-1	1	1
- COC(=O)C1=C(c2ccc(F)cc2OCc2ccccc2)C[C@@H]2CC[C@H]1N2C(=O)NC1CCCCC1
    -6	3	2	/	5	-2	5	3	/
- N#CCN1CCN(c2ccc(C(F)(F)F)cc2)CC1
    -2	2	5	1.2	-1	11	-1	1	2
- COC(=O)C1=C(c2ccc(-c3ccccc3)c(F)c2)C[C@@H]2CC[C@H]1N2C(=O)NCC1CC1
    4	1	2	/	2	-4	0	-2	/
- CCCCn1c(C)c(C(=O)O)c2cc(OC)c3ccccc3c21
    7	6	8	0.2	0	6	4	13	2
- CC(C)(C)c1ccc(O)c(CN2CCN(c3ccccc3)CC2)c1
    -3	2	-2	0.9	3	1	7	-3	1

Other records:
Order of results – GLD-1 TGE inh	pPAFAH inh	PAFAH1B2 inh	MEX-5 binding	BCLXL inh	PME-1 inh	MCL1-BIM inh	AHR act	Fam108B counter
- Cc1ccc(-n2c(O)c(C=NCCN(C)C)c(=O)[nH]c2=O)cc1
    -1	-2	5	-4.4	8	-2	7	0	1
- O=c1[nH]c(=O)n(CCC2=CCCCC2)c(O)c1C=NCCN1CCNCC1
    -22	10	5	5.4	-12	-6	-18	1	-4
- CN(C)[C@@H]1C(=O)C(C(N)=O)=C(O)[C@@]2(O)C(=O)C3=C(O)c4c(O)cccc4[C@@](C)(O)[C@H]3C[C@@H]12
    14	73*	/	-59*	43*	-9	90*	-2	52*
- O=C1NC(c2cccnc2)Nc2sc3c(c21)CCCC3 (stereo not given)
    7	8	3	-1.3	12	3	10	56*	2
- Cc1ccccc1N1C(=O)CC(=O)NC1=O
    -4	-2	3	7.1	-4	7	-11	-1	-4
- O=C1NC(=O)N(Cc2ccccc2)C(=O)/C1=C/c1cnn(-c2ccccc2)c1
    -12	8	/	-2.5	-13	0	-24	3	2
- CCOC(=O)C1=C(C)OC(N)=C(C(=O)OCC)C12C(=O)Nc1ccc(Br)cc12 (stereo not given)
    -10	-4	-2	-0.3	9	0	5	40	-1
- CCN1C[C@@]2(COC)C3[C@@H](OC)[C@H]4[C@@H]1[C@@]3(C1C[C@H]3[C@H](OC(C)=O)C1[C@]4(OC(C)=O)C[C@H]3OC)[C@@H](OC)C[C@H]2OC(C)=O (stereo not given in full)
    -2	-1	/	1.7	5	4	3	0	-1
- Cc1nonc1OCCNc1ccc([N+](=O)[O-])c2cccnc12
    5	3	4	-2.1	5	7	6	-4	-2
- Cc1cc(OC(=O)N(C)C)nc(SCc2c(Cl)cccc2Cl)n1
    -11	11	-1	1.9	1	-7	1	5	-3
- Cc1ccc(CN2CCN(Cc3ccccc3F)CC2)cc1
    2	3	4	-0.8	7	-3	1	1	-1
- Cc1cc(N2CCCCC2)ccc1C=C1C(=O)N(C)C(=S)N(C)C1=O
    -9	-10	-11	3.2	-14	-30	-32	15	-5
- CCOCCCn1c(N)c(C(=O)Nc2sc3c(c2C(=O)OC)CCCC3)c2nc3ccccc3nc21
    -5	2	31*	0.3	-2	-8	-6	3	8
- CCCNC(=O)c1c(N)n(Cc2ccc3c(c2)OCO3)c2nc3ccccc3nc12
    11	-2	0	-7.3	7	8	12	0	-1
- Cc1ncc(CN2CCCC(C(=O)c3ccc(C(C)(C)C)cc3)C2)s1 (stereo not given)
    6	4	10	-0.9	7	3	2	2	2
- Cc1cc(C)cc(OCCOc2cccc(C=C3C(=O)NC(=O)NC3=O)c2)c1
    2	12	-3	-4.2	8	3	15	8	-3
- C=C1C(=O)O[C@@H]2C[C@@H](C)[C@@H]3C=CC(=O)[C@@]3(C)[C@@H](O)[C@H]12
    14	-1	6	0.7	-2	-3	-10	-12	-9

Only part of the results is shown (hit frequency here may not be typical).
